# Assay outcomes (PubChem)
# IP6K1 inhibitor = blocks human inositol hexakisphosphate kinase 1. IP6K1 kinase, ADP-Glo luminescence, 2 h; stronger effect = lower value. activity change, % (series mostly up to about 58 µM). AID 1645851. Q92551. hit rate 0.81% among 140,000; in the data active = activity change below about -25%
# Target sequence (Q92551 whole entry, looked up): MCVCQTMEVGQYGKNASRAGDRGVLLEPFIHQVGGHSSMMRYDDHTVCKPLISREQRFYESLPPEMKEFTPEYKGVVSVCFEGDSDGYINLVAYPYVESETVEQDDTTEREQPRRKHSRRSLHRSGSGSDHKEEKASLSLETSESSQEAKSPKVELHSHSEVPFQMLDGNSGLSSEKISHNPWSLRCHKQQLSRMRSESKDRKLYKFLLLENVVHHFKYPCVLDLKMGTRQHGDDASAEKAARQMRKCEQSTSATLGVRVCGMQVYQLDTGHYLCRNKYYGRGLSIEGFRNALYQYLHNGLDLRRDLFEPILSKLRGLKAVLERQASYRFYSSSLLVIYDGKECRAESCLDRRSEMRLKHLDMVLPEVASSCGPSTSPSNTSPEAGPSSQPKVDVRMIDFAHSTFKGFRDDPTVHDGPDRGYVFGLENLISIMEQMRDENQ
#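 ADP-Glo luminescence measures ADP made by human IP6K1 during a 2 h RT reaction with ATP/IP6 (mix at 1.3 mM/130 uM); top library doses 57.5 and 19.1 uM final.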
# FLuc inh = blocks purified firefly luciferase enzyme activity; P08659; purified P. pyralis luciferase, luminescence, biochemical; Potency, µM (titrated, usually from 115 µM), inactives show top-dose activity change, negative = inhibition, usual class: inhibitors; hit rate 2.5% among 76,000; AID 1347043; also: potency is read from the fitted curve at half-maximal effect; nearly all actives have a fitted effect of over 65% in size
# Target sequence (P08659 whole entry, looked up): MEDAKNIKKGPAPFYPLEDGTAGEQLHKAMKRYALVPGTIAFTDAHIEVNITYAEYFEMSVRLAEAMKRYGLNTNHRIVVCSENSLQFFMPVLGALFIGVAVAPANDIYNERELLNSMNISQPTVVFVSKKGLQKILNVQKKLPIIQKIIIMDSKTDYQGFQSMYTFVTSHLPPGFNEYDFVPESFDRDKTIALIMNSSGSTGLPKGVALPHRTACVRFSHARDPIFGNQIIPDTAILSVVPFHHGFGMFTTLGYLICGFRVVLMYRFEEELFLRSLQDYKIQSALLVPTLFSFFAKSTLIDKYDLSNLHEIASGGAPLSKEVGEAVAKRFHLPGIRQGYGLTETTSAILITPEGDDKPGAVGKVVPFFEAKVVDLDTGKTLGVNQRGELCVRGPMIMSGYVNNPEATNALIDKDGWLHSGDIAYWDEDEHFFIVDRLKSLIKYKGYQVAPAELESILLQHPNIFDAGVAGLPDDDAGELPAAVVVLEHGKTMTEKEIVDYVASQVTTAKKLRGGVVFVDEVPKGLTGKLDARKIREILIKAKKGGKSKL
#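 Luminescence read by CCD imaging after purified firefly luciferase (10nM final) was added to substrate buffer holding 10uM D-luciferin and 10uM ATP, pH 7.5, pre-dosed with compound.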
# HEK cytotox = kills HEK 293 cells. HEK 293 viability, ATP luminescence (CellTiter-Glo), 48-72 h. Potency, µM (top dose mostly 115 µM), inactives show top-dose activity change, negative = cytotoxicity, most hits filed as inhibitors. hit rate 6.6% among 94,000; also: potency is read from the fitted curve at half-maximal effect; nearly all actives have a fitted effect of over 60% in size
#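 Luminescence from cellular ATP, measured with CellTiter-Glo, indicates HEK 293 viability. Cells plated at 250 cells/well are treated with compound for 48 or 72 hr at 37 degree Celsius before reagent addition.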
# SNCA expr inhib = SNCA gene expression inhibition; HEK-293 SNCA-luciferase knock-in, luminescence, 24 h; AID 1671194; hit rate 0.17% among 140,000; Potency, µM (series often up to 57.2 µM), for the others: at the highest dose activity change, negative = inhibition, actives largely listed as inhibitors;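 also: potency is read from the fitted curve at half-maximal effect; plate controls were DMSO cells for no effect and cell-free wells for full effect; nearly all actives have a fitted effect of over 45% in size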
# 3T3 cytotox = kills NIH 3T3 cells | Potency, µM (top dose mostly 96.7 µM), for the others: at the top dose activity change, negative = cytotoxicity, most hits filed as inhibitors | AID 1345082 | hit rate 4.3% among 94,000 | NIH 3T3 viability, CellTiter-Glo ATP luminescence, 48-72 h; also: potency is read from the fitted curve at half-maximal effect; nearly all actives have a fitted effect of over 55% in size
#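 ATP-dependent luminescence (CellTiter-Glo) served as the viability signal for NIH 3T3 cells treated with compound for 48 or 72 hr at 37 °C.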
# SNCA viab count = reduces viability of HEK-293 SNCA reporter cells. Potency, µM (series often up to 57.1 µM), without a hit: at the highest dose activity change, negative = cytotoxicity, usual class: cytotoxic. HEK-293-SNCA-luc viability, GF-AFC fluorescence, 24 h. AID 1671193. hit rate 0.12% among 150,000;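 also: potency is read from the fitted curve at half-maximal effect; 0% = DMSO-treated cells and -100% = medium-only wells without cells; nearly all actives have a fitted effect of over 30% in size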
#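 HEK-293-SNCA-luc cells (1500/well) plated 24 h, then exposed 24 h to a dilution series; GF-AFC added 30 min at 37C, fluorescence 405/540 nm; normalised to medium-only and DMSO wells, Hill fit.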
# GPT2 inhibitor = inhibitors of human GPT2 alanine aminotransferase; Q8TD30; Recombinant GPT2, coupled pyruvate oxidase/HRP Amplex Red fluorescence; Potency, µM (titrated, usually from 57.7 µM), for inactives: top-dose activity change, negative = inhibition, usual class: inhibitors; hit rate 0.25% among 100,000; also: potency is read from the fitted curve at half-maximal effect; nearly all actives have a fitted effect of over 60% in size; many of its hits are not listed in these tables
#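 Inhibition is scored from Amplex Red fluorescence generated when pyruvate oxidase and HRP act on pyruvate released by GPT2. Reactions contain 10ng/uL enzyme, 250uM a-KG and 2mM L-alanine and run 30 min at room temperature.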
# Active calls of the source: *; i = inactive; ? = inconclusive; · = no result given; & = joins results of further samples; [ ] = remark or other dose. Unless noted, calls follow the shape of the dose curve; as a rule, active = well fitted curve in the direction sought with a large enough effect; inconclusive = small, poorly fitted or top-dose-only effect, or another doubt; inactive = no such curve, though single readings can be large; an effect the other way counts as inactive or inconclusive. Unless noted, % is scaled to controls: 0 for no effect and ±100 for the full control effect.
SMILES,IP6K1 inhibitor,FLuc inh,HEK cytotox,SNCA expr inhib,3T3 cytotox,SNCA viab count,GPT2 inhibitor
O=C1NCCOCCCN(C(=O)Nc2ccccc2)[C@H]2CCC[C@@H]12,36,-15%,i,53%[activator],-14%,-7%,4%
O=C(c1ccco1)N1CC(F)(F)C[C@H]1c1nc(-c2ccncc2)no1,-6,-12%,i,-9%,-17%,-2%,i
O=C(N[C@H](Cc1ccccc1)C1CC(O)C1)c1ccc2nccn2c1 (stereo partly specified),-12,7%,-18%,-15%,-14%,-2%,i
CC1CCN(S(=O)(=O)c2ccc3c(c2)N(CC(=O)NC(C)c2ccccc2)C(=O)CO3)CC1 (stereo unspecified),-7,·,·,-5%,·,?,·
Cc1noc(C2CC3(CCN(C(=O)CC4CCCC4)CC3)CN2C)n1 (stereo unspecified),9,-1%,-22%,-8%,-16%,-10%,i
COc1ccc(-c2ccc(C(=O)N3CCN(C(=O)Nc4ccc(Cl)cc4)CC3)cc2)nn1,-3,·,?,·,?,·,·
Cc1ccccc1-n1c(=O)c2c3c(sc2n2cnnc12)CCCC3,21,·,·,17%,·,?,·
CC(=O)O[C@H]1C[C@@H](O)C(C)(C)C2C[C@@H](OC(C)=O)[C@]3(C)C(CC[C@@]4(C)[C@H](c5ccoc5)OC(=O)[C@H]5O[C@]543)[C@]21C (stereo partly specified),1,·,·,·,·,7%[23.9 µM],i
Cc1ccc(C(=O)NC2CCN(Cc3cccc(-c4cccs4)c3)CC2)cc1,7&2,·,?,-30%,-29%&-14%,-2%[12.5 µM],-4%
CC(=O)N1CCC(C2CCN(Cc3ccccc3C)C2)CC1 (stereo unspecified),-1,-2%,-23%,27%,-18%,-1%[12.5 µM],3%
COc1ccc(CNC(=O)C2CCN(C(=O)c3ccc(-n4ccc5ccccc54)s3)CC2)cc1,12,·,·,32%[activator],·,-5%,·
Cn1c(=O)c2c(-c3cccc(Br)c3)n(C(C)(C)CO)cc2n(C)c1=O,11,·,·,16%,·,-2%,·
COc1ccc(NC(=O)NCc2cccn2Cc2ccc(F)cc2)cc1OC,17,·,·,2%,·,-21%,·
Cc1ccc(NC(=O)CSc2[nH]c(=O)ncc2C)cc1,3,·,·,?,·,2%,·
Cc1cccc(NC(=O)CN(C)S(=O)(=O)c2ccc3c(c2)c(=O)n(C)c(=O)n3C)c1C,20,·,·,14%,·,-2%,·
COCc1nnc2n1CCC(NC(=O)c1ccco1)CC2 (stereo unspecified),-7,-11%,0%,6%,1%,1%,-2%
Cc1ccc(C)c(S(=O)(=O)NCCc2csc(-c3ccc(Cl)cc3)n2)c1,33,·,·,?,·,-4%,·
Cc1nc2ccccn2c(=O)c1NC(=O)c1cccc(F)c1,26,·,·,34%,·,-7%,·
COc1cccc(C(=O)NCCn2ccn3nc(-c4ccc(C)cc4C)cc3c2=O)c1OC,-3,5.6µM*,?,73%[activator],?,5%,i
Cc1nn(-c2ccccc2)c2c1C(C(C)C)N(C1CCN(C(=O)Nc3ccccc3)CC1)C2=O (stereo unspecified),2,·,i,·,-6%,·,·
COc1ccccc1C(=O)NCc1c[nH]c2ncccc12,2,-12%[172 µM],-4%[172 µM],?,-32%[138 µM],9%[87.6 µM],-5%[88.5 µM]
CCCc1nc(C(=O)NC(C)c2nncn2CCOC)cs1 (stereo unspecified),9,2%,-1%,-7%,i,2%,?
CC(C)c1nc2c(c(-c3ccc(O)cc3)n1)CN(C(=O)N(C)C)CC2,11,0%,-2%,-5%,-24%,0%,i
CCN1C(C(=O)c2ccccc2)=C(OC(=O)c2ccc(Cl)cc2)c2ccccc2S1(=O)=O,10,·,·,?,·,?,·
O=C(NC1CCCC1)C1(CCO)CC12CCOCC2 (stereo unspecified),5,0%,i,5%,-10%,3%,-9%
Cc1cccc(C(=O)N2C[C@@H](F)C[C@H]2C(=O)N2CCCCC2)c1,-2,39%,2%,-9%,2%,-1%,-4%
Clc1ccc(C2Cn3nnc(-c4nc(-c5ccccc5Br)no4)c3CO2)cc1 (stereo unspecified),2,-9%,-19%,-4%,-10%,-14%,i
O=C1CCN(CC(O)COc2ccccc2)c2cc3c(cc2CN1CC1CC1)OCO3 (stereo unspecified),-10,·,?,·,?,·,·
COc1ccc(C(=O)NCC(c2ccc(N(C)C)cc2)N2CCc3ccccc32)c(OC)c1 (stereo unspecified),4,·,·,19%,·,-21%,·
O=C(NCCc1nc(Cc2ccccc2)no1)[C@H]1CCC[C@@H](O)C1,28,-1%,2%,-23%,-21%,1%,-30%
CCOC(=O)c1c(C)[nH]c(C)c1S(=O)(=O)N(C)CC(=O)Nc1ccc(C)cc1Br,2,·,·,-9%,·,9%,·
O=C(Cc1ccccc1C(F)(F)F)N1CCC2(CC1)[C@H](O)C[C@@H]2O,10,-6%,i,14%,1%,9%,-1%
COC(=O)CNC(=O)C1CCN(Cc2ccccc2-c2ccccc2F)CC1,2,·,0%,-17%,-18%,6%,1%
O=C1CCCCCN1CCC(=O)N1CCn2nc(Cc3ccccc3)cc2C1,5,8%,-5%,9%,-12%,-5%,i
O=C(C1CCOCC1)N1CCC(c2nc(C3CCOCC3)no2)C1 (stereo unspecified),2,3%,14%,2%,i,-5%,-3%
Cc1ccc(CN2CCc3nc(C)nc(-c4ccc(O)cc4)c3C2)cc1,1,-2%,?,-12%,?,11%,-4%
NC(=O)CCNC(=O)[C@@]1(O)C[C@@H](O)[C@H](O)[C@@H](NC(=O)c2ccc(F)c(Cl)c2)C1,3,0%[172 µM],-15%[172 µM],-8%[87.6 µM],-12%[174 µM],0%[87.6 µM],-5%[88.5 µM]
CCCN(C(=O)Cn1ncc2c([nH]c3ccccc32)c1=O)c1ccc(F)cc1,-37*,·,·,-29%,·,14%,·
COCc1ncc(CN2CCC(Cc3nncn3-c3ccccc3)CC2)cn1,48,-3%,-4%,?,-1%,-10%,i[11.5 µM]
COCCOC1CCN(C(=O)c2ccc(OC)nc2)CC1,-3,-7%,-1%,-35%,0%,-3%[12.5 µM],i
CCOC(=O)c1ccc(NC(=O)/C(C#N)=C/c2ccc(OC)cc2)cc1,14,·,·,13%,·,13%,·
Cc1ccc(-c2cccc(CN3CCCC3C(=O)N3CCCCC3)c2)cc1Cl (stereo unspecified),17,·,32µM*,·,32µM*,·,·
COc1ccc(C2(C(=O)NCCn3c(C)cnc3-c3cccnc3)CC2)cc1,12,-2%,5%,12%,-4%,-6%,i
O=C(Cc1ccc(F)cc1)N1CCCC2(CNc3ncccc3[S+](=O)([O-])N2)C1 (stereo unspecified),23,·,-18%,·,-27%,·,·
CCCC12CN3CC(CCC)(CN(C1)C3c1ccccc1)C2=O (stereo unspecified),4,·,·,0%,·,15%,·
CCOc1ccccc1NC(=O)c1sc2nc(C)cc(C)c2c1N,-2,·,·,36%[activator],·,24%,·
CCc1ccc(NC(=O)c2ccc(F)c(S(=O)(=O)N(C)C3CCCCC3)c2)cc1,19,·,·,-19%,·,2%,·
COc1ccc(C(=O)N2CCCC2C(=O)N2CCC(N3Cc4ccccc4C3=O)CC2)cc1 (stereo unspecified),-4,·,-16%,?,-15%,-29%,5%
CC(C)NC(=O)NCc1nnc2n1C(C(=O)NCc1ccc(F)cc1)CC2 (stereo unspecified),-4,·,i,-9%,i,-1%,-3%
CCOCCOC1CCN(C(=O)NCc2ccc(F)cc2)CC1,1,-10%,7%,-27%,-4%,-10%[12.5 µM],4%
CC(=O)N1Cc2ccccc2CC2(CCN(Cc3ccccn3)CC2)C1,10,·,0%,6%,-11%,-4%,i
Cc1nn(CC(=O)Nc2ccc(C(C)C)cc2)c(=O)c2c(C)n(-c3ccc(Cl)cc3)nc12,-2,·,·,-9%,·,-8%,·
CN(C)C(Cn1cc(-c2cncnc2)nn1)c1ccccc1Cl (stereo unspecified),42,0%,-6%,-6%,-13%,8%,-2%[11.5 µM]
COc1ccc(CN(Cc2ccco2)C(=O)COc2ccccc2OC)cc1,19,·,·,11%,·,-17%,·
COCC(=O)N(C1CCOCC1)C1CCN(C(=O)Cc2ccccc2F)CC1,-8,-7%,50%[activator],12%,i,25%,i
COc1ccccc1CCC(=O)N1CCC[C@H]1c1nc(-c2ccccc2)no1,-1,4%,?,0%,?,-19%,i
CC(C)(Oc1nn(Cc2cccc(Cl)c2)c2ccccc12)C(=O)NCc1cnccn1,3,-9%[172 µM],89µM*,-5%[87.6 µM],?,-21%[87.6 µM],0%[88.5 µM]
COc1ccc(CN2Cc3[nH]cnc3C[C@H]2C(=O)NCc2ccc(Cl)cc2)c2ccccc12,1,-16%,?,?,?,?,?
O=C(N[C@H]1[C@H](O)[C@H](O)C[C@@H]1c1ccc(C(F)(F)F)nc1)c1cc2ccccc2s1,13,-8%[172 µM],?,-16%[87.6 µM],-23%[138 µM],0%[87.6 µM],-15%[88.5 µM]
O=C1CC2(CCN(c3nc(-c4ccccc4)nc4c3CCC4)CC2)CN1,5,-1%,?,7%,?,3%,-5%
CCSc1ncc(Cl)c(C(=O)N(Cc2ccc(N(C)C)cc2)Cc2ccco2)n1,8,·,·,?,·,-12%,·
COCCC(=O)N1CC(c2nnc(-c3ccc(C)cc3)o2)C2(CCOCC2)C1 (stereo unspecified),17,-6%,-15%,18%,-6%,4%,-14%
CCN(CC)Cc1cnc2c(C(=O)Nc3ccc(Cl)cc3C)cnn2c1,9,-6%,-26%,-8%,-6%,-9%,3%

# The list is partial; the hit share may differ from the screen's.
